Glyco luc inh – increase of ERlucT glycosylation luciferase signal, primary screen, N-linked glycosylation inhibitor project, D54 ERlucT cells, luminescence, set 2 | D54 ERlucT glycosylation luciferase reporter, 24 h; percent of 100 nM tunicamycin response | reporter increase, % at 12.5 µM | 0.23% of 360,000 active | AID 588692, 2011;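 active means mean luciferase reporter signal, scaled so untreated is 0 and the glycosylation-blocking control 100, at or above a set limit in every replicate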;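 further: luciferase carries N-glycosylation sites so blocking glycosylation raises the light; 0% = median of neutral control wells and 100% = median of 100 nM tunicamycin wells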
MC4R barr agon – MC4R agonists recruiting beta-arrestin, primary screen, cell-based, luminescence, agonist arm of biased-ligand search; U2OS MC4R beta-arrestin complementation; percent of melanotan II response, DMSO zero; activation, % at 8.9 µM; 0.98% of 360,000 active; AID 540308, 2011;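 active means activation above a per-plate cutoff, the mean activation of sample wells on that plate plus 3 SD, cut at about 8% in these data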
Target sequence (P32245 whole entry, looked up): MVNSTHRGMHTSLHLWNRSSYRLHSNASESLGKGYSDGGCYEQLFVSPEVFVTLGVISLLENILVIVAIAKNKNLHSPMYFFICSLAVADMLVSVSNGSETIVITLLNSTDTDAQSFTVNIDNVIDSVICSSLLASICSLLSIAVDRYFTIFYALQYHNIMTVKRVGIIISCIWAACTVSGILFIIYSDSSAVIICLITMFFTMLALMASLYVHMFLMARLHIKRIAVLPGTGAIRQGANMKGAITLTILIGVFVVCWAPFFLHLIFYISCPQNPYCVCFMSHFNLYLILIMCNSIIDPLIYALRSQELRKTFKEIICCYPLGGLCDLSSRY
Cardio protect – cardioprotection against H2O2-induced cell death, primary screen, uHTS, H9c2 cells, ATPLite luminescence. H9c2 cardiomyocytes, H2O2 injury protection, 2 h. protection from H2O2 cell death, % at 20 µM. 0.63% of 360,000 active;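 active means compounds giving at least 50% protection of heart cells from peroxide-induced death in the single-dose screen, raw or plate-pattern-corrected value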;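 further: 0% = DMSO wells with peroxide and 100% = DMSO wells without peroxide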
Exocytosis inh – LAMP-1 surface exposure blockers, TALL-104 cells – cell-based, flow cytometry, MLPCN library, primary screen. TALL-104 LAMP-1 surface exposure; cells stimulated with thapsigargin and PMA. inhibition, % at 10 µM. 0.66% of 360,000 active;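 active means inhibition above about 55%, limit read from the data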
CaV13 ICDI inh – Disruptors of the CACNA1D IQ motif to Ca2+-dependent inactivation inhibitor domain association, primary screening, Förster resonance energy transfer in intact living … | HEK cells, CFP/YFP FRET ICDI-IQ, plate reader, 10 min; percent FRET-ratio fall versus neutral wells | inhibition, % at 12.3 µM | 0.098% of 340,000 active;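 active means mean replicate inhibition of at least 30% and at least 1% of replicates passing that level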;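 further: 0% = median of the neutral control wells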
PDI inh – inhibitors of human PDI, primary screen, biochemical, turbidity, single point, plate reader | Protein disulfide-isomerase (Homo sapiens), P07237 | PDI insulin aggregation turbidity, A650, 90 min | inhibition, % at 10 µM | 0.052% of 350,000 active | AID 588391, 2011;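 active means mean inhibition across replicates of 30% or more, whatever share of single replicates reach that level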;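 further: absorbance from insulin aggregation driven by PDI reduction with DTT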
ABCB6 inh 2 – ABCB6 transporter inhibitors, primary screen, K562-ABCB6 cells, flow cytometry, MLPCN library; ATP-binding cassette sub-family B member 6 (Homo sapiens), Q9NP58; K562-ABCB6 porphyrin accumulation, 1 h; stronger effect = lower value; fluorescence ratio to DMSO, % at 10 µM; 0.19% of 360,000 active; AID 602162, 2011;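 active means fluorescence ratio to DMSO below 75%, the collection mean minus 3 SD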;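 further: signal is porphyrin accumulated inside mitochondria; 100% equals median channel fluorescence of DMSO control wells; lower ratio means ABCB6 inhibition with less porphyrin fluorescence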
ABHD5 PLIN5 PPI – ABHD5-PLIN5 interaction inhibitors, primary screen, cell lysate, split luciferase complementation, luminescence. Perilipin-5 (Homo sapiens) + 1-acylglycerol-3-phosphate O-acyltransferase ABHD5 (Homo …. Split G. princeps luciferase complementation, 4 h. inhibition, % at 4 µM. 0.78% of 360,000 active. AID 602281, 2012;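 active means inhibition above the mean inhibition across every tested compound plus 3 SD, cut at about 22% in these data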;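 further: 0% = DMSO only wells and the 100% control is not disclosed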
MC4R antag cAMP – MC4R antagonists of cAMP signaling, primary screen, cell-based, TR-FRET, antagonist arm of biased-ligand search; inhibition, % at 6.5 µM; MC4R-expressing cells, MTII-stimulated cAMP, LANCE TR-FRET; AID 540295, 2011; 0.48% of 360,000 active; Melanocortin receptor 4 (Homo sapiens), P32245;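 active means inhibition above its plate's cutoff, the mean of tested wells on that plate plus 3 SD, cut at about 29% in these data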;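 further: 0% = Melanotan II alone and 100% = Melanotan II plus saturating MCL0020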
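Assay system: U2OS cells stably expressing human melanocortin 4 receptor (MC4R) / Dosing: 6.5 µM / Timing: compound 30 min, challenge 1 h, detection 1 h / Measured by: Eu-cAMP/anti-cAMP TR-FRET, emission 671 nm / Replicates: singlicate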
m5-HT2A agonist – mouse Htr2a agonists via beta-arrestin recruitment, primary screen, cell-based, luminescence; 5-hydroxytryptamine receptor 2A (Mus musculus), P35363; CHO-K1 mHTR2A beta-arrestin complementation; percent of 30 µM serotonin response; activation, % at 7.6 µM; 0.66% of 360,000 active;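 active means activation above a run cutoff, the mean activation of all tested compounds plus 3 SD, cut at about 14% in these data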;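 further: 0% = plate median of compound wells and 100% = 30 µM serotonin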
Target sequence (P35363 whole entry, looked up): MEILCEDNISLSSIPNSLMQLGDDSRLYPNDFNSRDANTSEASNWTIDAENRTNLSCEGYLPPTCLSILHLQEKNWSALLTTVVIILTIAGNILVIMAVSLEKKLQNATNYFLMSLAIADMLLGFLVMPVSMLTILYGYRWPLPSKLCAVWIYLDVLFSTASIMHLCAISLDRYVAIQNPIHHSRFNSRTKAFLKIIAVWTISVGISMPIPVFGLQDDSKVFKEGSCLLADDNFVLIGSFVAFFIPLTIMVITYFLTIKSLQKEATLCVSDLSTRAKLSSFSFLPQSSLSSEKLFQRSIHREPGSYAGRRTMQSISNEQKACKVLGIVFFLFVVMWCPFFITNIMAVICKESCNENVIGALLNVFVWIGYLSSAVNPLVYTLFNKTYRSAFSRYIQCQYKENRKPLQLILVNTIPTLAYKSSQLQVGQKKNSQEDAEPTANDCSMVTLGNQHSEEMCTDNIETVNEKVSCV
Starred values were filed as active, the others as inactive; / = no result given.

#	molecule	Glyco luc inh	MC4R barr agon	Cardio protect	Exocytosis inh	CaV13 ICDI inh	PDI inh	ABCB6 inh 2	ABHD5 PLIN5 PPI	MC4R antag cAMP	m5-HT2A agonist
1	O=C1N=C(N2CCN(c3ccccc3)CC2)S/C1=C/c1ccco1	2	3.5	-3	-1	-20	0	97	19	-10	-1
2	CCCNC(=O)Nc1cccc(C(=O)OC)c1	1	-1.2	-3	-5	-4	12	101	1	-3	2
3	CN1C[C@@H]2[C@@H]3C(=O)N(C)C(=O)[C@@H]3[C@](Cc3ccccc3)(C1=O)N2C(=O)c1ccccc1	1	0.0	0	2	-11	-5	96	9	9	-2
4	CCN1C(=O)CC(c2ccc(OC(C)C)cc2)C1=O (stereo unspecified)	1	-0.3	2	-5	-14	-10	97	5	6	3
5	COc1ccc(-c2cc(C(=O)NN)n(-c3ccccc3)n2)cc1	0	-1.0	4	-3	-4	-2	87	5	-8	-2
6	O=C(O)CCSc1nnc(COc2ccc(Cl)cc2)n1-c1ccccc1	2	-0.5	3	5	-5	0	96	-2	5	6
7	Cc1cc(C(=O)CSc2n[nH]c(N)n2)c(C)n1C1CC1	2	0.1	-8	-2	/	0	125	1	5	-1
8	Cn1c(=O)c2c(nc(SCC(=O)NC34CC5CC(CC(C5)C3)C4)n2C)n(C)c1=O	0	-1.2	11	-1	-5	-2	90	-3	0	1
9	CCCCN(C)CCNC(=O)c1cc(-c2cccnc2)nc2ccc(S(=O)(=O)N3CCC(C)CC3)cc12	-10	-0.9	-15	40	-3	1	102	-2	4	-7
10	O=C(NCc1ccco1)C1CCN(c2ccc(S(=O)(=O)N3CCOCC3)cc2[N+](=O)[O-])CC1	2	-2.6	-7	5	-2	-3	90	-3	-2	-3
11	CCN(CC)S(=O)(=O)c1cc(C)ccc1NC(=S)Nc1cccnc1	-1	-0.9	-20	-1	-8	0	110	-4	-2	-1
12	c1ccc(C2=Nc3c(ccc4ccccc34)C(c3ccncc3)=NN2)cc1	12	-3.7	8	7	-4	-5	96	6	19	-2
13	Cc1ccc(NC(=S)NNC(=S)NCc2ccccc2)cc1	3	-1.3	-13	2	-5	-10	100	-22	0	-8
14	O=C1C=C(c2cccc(O)c2)CCC1	-4	1.3	-2	4	-3	0	100	6	-2	-1
15	C=C1C(C(=O)N2CCOCC2)C1C(=O)N1CCOCC1 (stereo unspecified)	2	-0.1	2	-2	-11	6	102	-4	-4	1
16	Clc1ccc(CSc2nnc(-c3ccncc3)o2)c(Cl)c1	-2	1.7	-1	18	-5	0	95	16	5	8
17	CCOC(=O)C1CCN(C(=O)CCC(=O)NNc2nc3ccccc3c3nc(C)nn23)CC1	-1	-1.5	3	-1	-3	-3	99	-1	1	8
18	COc1ccc(NC(=O)CSc2nnnn2C2CCCCC2)c(OC)c1	4	-1.2	0	-6	-8	10	91	-4	0	-9
19	CCC(c1nnnn1CCOC)N1CCN(C(=O)c2ccco2)CC1 (stereo unspecified)	1	0.1	11	3	-1	-3	96	-1	7	2
20	COc1ccc(OCCCC(=O)OC(C)C(=O)Nc2ccc(NC(C)=O)cc2)cc1 (stereo unspecified)	1	-2.8	-1	3	-5	-1	94	-6	1	-4
21	COC(=O)[C@]1(Cc2ccccc2)N[C@H](CN(C)S(=O)(=O)c2ccc(C)cc2)[C@@H]2C(=O)N(Cc3ccccc3)C(=O)[C@@H]21	-4	-1.8	4	-1	-3	-10	96	0	11	-3
22	O=C(O)CSc1ncnc2sc(-c3ccccc3)cc12	3	-0.3	-4	1	-2	-2	103	7	9	-2
23	O=C(c1ccncc1)N1CCN(CCc2ccccc2)CC1	-2	-2.1	3	3	-5	-6	105	-3	3	-2
24	CN1CCN(CCCNc2c(C=O)c(=O)[nH]c3ccccc23)CC1	0	-1.3	6	-11	-19	-4	107	3	4	0
25	CCOC(=O)c1c(NC(=O)COC(=O)CCNS(=O)(=O)c2ccccc2)sc(C(=O)N(C)C)c1C	0	-3.2	1	1	-7	2	94	-2	12	-1
26	O=C1OCCN1C(=O)[C@H]1[C@H](c2ccc(F)cc2)C(c2cccc(Cl)c2)=NN1c1ccccc1	0	1.9	5	-1	-10	1	101	-7	20	0
27	O=C(COC(=O)c1cccc(Cl)c1)NCc1ccccc1	-1	0.1	4	-3	-5	-4	101	3	4	0
28	CC(=O)c1ccc(N2CCN(C(=O)CN3C(=O)NC4(CCCCC4)C3=O)CC2)c(F)c1	1	-4.5	4	-3	-17	-1	100	-2	23	7
29	CCCOC(=O)C1[C@H]2C(=O)N(CCCOC)C[C@]23C=C[C@H]1O3 (stereo partly specified)	-2	-3.5	1	2	-8	-3	96	1	3	-1
30	Oc1ccc(N2CCN(CC(O)c3ccccc3)CC2)cc1 (stereo unspecified)	-3	-0.4	10	-9	-5	17	96	7	3	-5
31	CCn1cc(C(=O)NC2CCCCC2C)c(=O)c2ccc(C)nc21 (stereo unspecified)	2	0.8	8	1	/	-3	84	-2	13	0
32	O=C1CC(Cc2ccccc2)C(=O)N1Cc1ccco1 (stereo unspecified)	1	-0.8	-5	-2	/	1	95	8	1	7
33	CN(C)S(=O)(=O)c1cccc(NC(=O)c2cccc(N3C(=O)CCC3=O)c2)c1	3	-5.4	-1	5	-6	9	103	0	5	-6
34	Cc1ccccc1Nc1ccc(S(=O)(=O)N2CCOCC2)cc1[N+](=O)[O-]	1	-0.9	6	-2	-6	-3	102	3	23	9
35	O=C(Cn1c(-c2ccccc2)noc1=O)Nc1ccc(N2CCCCCC2)cc1	-3	4.5	35	-2	-4	-5	100	-8	16	-4
36	O=C(CSCc1ccc(F)cc1)Nc1nc2c(s1)CCCC2	1	-1.7	-16	-2	/	-2	95	-13	5	1
37	COc1ccccc1-c1nnc(SC(C)C(=O)Nc2ccc(C(N)=O)cc2)o1 (stereo unspecified)	2	-2.6	-4	0	-7	5	101	-13	5	-2
38	O=C(CN1C(=O)NC(Cc2c[nH]c3ccccc23)C1=O)NC1CCCCC1 (stereo unspecified)	1	-0.8	9	-3	-2	-6	93	-1	10	0
39	CC/C(=N/Nc1ccccc1)c1cnnc(SC)n1	1	3.1	-18	5	-9	15	116	1	-15	1
40	COc1ccc(N2C(=O)NC(NC(=O)C(C)(C)C)(C(F)(F)F)C2=O)cc1 (stereo unspecified)	2	-1.2	0	0	-18	5	102	2	6	-1
41	O=C(COc1ccc(/C=N/NC(=O)c2ccccc2)cc1)Nc1ccc([N+](=O)[O-])cc1	1	-2.0	-4	-2	/	11	109	0	4	-5
42	CC(=O)c1cccc(S(=O)(=O)Nc2cccnc2)c1	2	0.7	-2	-11	-3	0	96	10	-2	0
43	CC(C)OCCCn1c(SC(C)C(=O)NC2CC2)nc2ccccc2c1=O (stereo unspecified)	2	1.4	0	-3	-2	-8	101	10	-1	7
44	CC(=O)Nc1nnc(-c2c(-c3ccccc3Cl)noc2C)o1	3	0.3	-3	7	-15	-3	101	0	4	3
45	COCCN(C(=O)COC(=O)C1CC1)c1c(N)n(Cc2ccccc2)c(=O)[nH]c1=O	1	-1.5	0	3	-2	5	95	-7	2	-8
46	Cc1ccc(C(=O)COC(=O)CN2C(=O)C3C4CCC(C4)C3C2=O)cc1C (stereo unspecified)	0	-1.3	0	5	-6	0	98	-4	3	-3
47	Cc1ccc(S(=O)(=O)Oc2cccc([N+](=O)[O-])c2)cc1	1	-0.7	-2	-2	-5	-1	97	0	9	0
48	COc1ccc(NC(=O)c2cc(-c3cc(F)ccc3OC)n[nH]2)c(OC)c1	2	-2.0	32	1	-5	5	100	9	14	4
49	CCOCCOC(NC(=O)c1ccccc1)(C(F)(F)F)C(F)(F)F	0	0.8	-4	-4	-3	-12	89	3	-2	1
50	O=C(Nc1cccnc1)c1cccnc1Cl	2	-0.9	6	-1	-5	-6	97	-2	-3	6
51	COc1cccc(CNc2nccs2)c1O	1	-0.8	-1	1	-6	4	95	-3	10	1
52	N#C/C(=C\c1cn(CCOc2ccccc2F)c2ccccc12)C(=O)NCc1cccs1	-3	10*	-12	-6	-24	10	100	6	10	-1
53	Cc1ccc(S(=O)(=O)CCC(=O)Nc2ccccc2Br)cc1	-1	0.4	4	-3	-4	-1	95	-7	12	8
54	O=C1NCCOC(=O)[C@H](Cc2ccc(F)cc2)C/C=C\C[C@H]1CC(=O)N(CCO)Cc1ccccc1	-1	-3.3	-10	-1	-5	-6	100	3	9	-3
55	CCOc1ccc(C(=O)NCCc2cnc[nH]2)cc1OCC	0	-0.5	8	-9	-4	-1	98	2	12	-5
56	Cc1nnc(-c2ccco2)c2cn(-c3cccc(Br)c3)nc12	3	-1.3	10	25	-2	-6	116	-2	23	-5
57	O=C(c1cc(-c2cccc(Cl)c2)on1)N1CCN(c2ccc(F)cc2)CC1	1	0.9	1	24	-7	-8	90	-2	0	0
58	CSc1ccc(S(=O)(=O)NCC(=O)OCC(=O)N2CC(C)CC(C)C2)cc1[N+](=O)[O-] (stereo unspecified)	-1	2.1	-12	1	-5	3	99	6	5	-4
59	COc1cc(NC(=O)CCN2CCN(c3ccccc3OC)CC2)cc(OC)c1	1	5.1	5	-4	-7	-2	91	-2	-1	-4
60	CC(=O)Nc1ccc(S(=O)(=O)Nc2nc3ccccc3nc2Nc2ccc(O)c(C(=O)O)c2)cc1	1	1.1	-2	0	-16	-1	103	-4	1	4

Other entries follow:
#	molecule	Glyco luc inh	MC4R barr agon	Cardio protect	Exocytosis inh	CaV13 ICDI inh	PDI inh	ABCB6 inh 2	ABHD5 PLIN5 PPI	MC4R antag cAMP	m5-HT2A agonist
61	COc1ccc(NC(=O)c2cc(-c3ccc(F)cc3OC(C)C)n[nH]2)cn1	-1	5.2	18	6	-10	13	102	-4	-2	-2
62	CC(C)NC(=O)c1ccc2c(=O)n(C3CCCC3)c(=S)[nH]c2c1	1	-3.4	4	-7	-4	-3	101	3	5	-1
63	CC(Sc1nnnn1-c1ccc(O)cc1)C(=O)NC1CCCCC1C (stereo unspecified)	1	0.9	-6	-3	-5	10	96	-2	3	2
64	CCOc1cc(C(=O)NC(C)Cc2cccs2)cc(OCC)c1OCC (stereo unspecified)	-1	5.8	-2	1	-2	6	97	-10	3	0

Rows were taken by chance, and some 4.2% of all compounds hit somewhere here.
